Assay outcomes (PubChem)
ARNT-TACC3 inh: disruptors of ARNT/TACC3 protein interaction, primary screen, biochemical, AlphaScreen, single concentration; Transforming acidic coiled-coil-containing protein 3 (Homo sapiens), Q9Y6A5; 390,000 tested, 0.66% active; AID 623870, 2012; inhibition, % at 9.99 µM; AlphaScreen His-ARNT PAS-B/GST-TACC3 binding, luminescence; TACC3 fragment carries E629A point mutation;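 active = mean inhibition of replicates at least 50% and at least half of replicates each reaching 50%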;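 also: 0% = complete ARNT plus TACC3 wells and 100% = ARNT alone without TACC3; many hits fall short of the cut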
esBAF inh: Bmi1 luciferase reporter increase in mESCs, primary screen, esBAF inhibitor project, mouse ES cells, Bmi1 luciferase knock-in, single point. 350,000 tested, 2% active. reporter increase, % at 12.5 µM. 24 h; 100% = twice the neutral-well signal. AID 602393, 2012; in the data active = activation above about 40%;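 also: 0% = median of the plate's neutral control wells and 100% = double that signal; a rise in the Bmi1 reporter signal indicates esBAF inhibition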
E-selectin induc: E-selectin induction in HUVECs, primary screen, imaging, HUVEC, immunofluorescence imaging, single point; normalized: neutral wells 0, TNF-alpha wells 100; activation, % at 7.58 µM; 260,000 tested, 0.37% active;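 active = mean E-selectin-positive cell signal at least 10% of the positive control, reached in at least 60% of replicates, without over 20% cell loss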;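 also: in these data hits start at about 27%; measured in HUVEC primary endothelial cells; signal is the percent of cells scored E-selectin positive by PE staining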
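Assay system: HUVEC, human umbilical vein endothelial cells / Amount: 3,000 HUVEC/well / Controls: TNF-alpha positive control, DMSO neutral control / Compound dosing: single concentration / Medium: EGM-2 over gelatin coat / Evaluation: percent E-selectin-positive cells / Signal: immunofluorescence imaging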
RAD52 inh: RAD52 DNA annealing inhibitors, primary screen, biochemical, FRET, single point, set 2. inhibition, % at 18.7 µM. DNA repair protein RAD52 homolog (Homo sapiens), P43351. 360,000 tested, 0.46% active. recombinant RAD52 DNA annealing, FRET fluorescence;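 active = every replicate showing at least 50% inhibition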
Target sequence (P43351 whole entry, looked up): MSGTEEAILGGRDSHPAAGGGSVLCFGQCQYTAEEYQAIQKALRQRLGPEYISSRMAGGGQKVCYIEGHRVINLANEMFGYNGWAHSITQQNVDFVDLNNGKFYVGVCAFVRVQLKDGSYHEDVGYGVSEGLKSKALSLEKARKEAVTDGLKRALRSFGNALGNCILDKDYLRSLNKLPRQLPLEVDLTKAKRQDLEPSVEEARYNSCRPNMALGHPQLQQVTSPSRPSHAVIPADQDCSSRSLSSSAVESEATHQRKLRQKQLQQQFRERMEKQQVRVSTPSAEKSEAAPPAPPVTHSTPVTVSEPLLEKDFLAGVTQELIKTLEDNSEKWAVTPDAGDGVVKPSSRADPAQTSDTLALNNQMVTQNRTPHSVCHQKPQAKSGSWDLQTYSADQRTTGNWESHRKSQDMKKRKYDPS
PglD inh: C. jejuni PglD acetyltransferase inhibitors, primary screen, biochemical, DTNB colorimetric, single point; purified PglD enzyme, DTNB colorimetric CoA detection; inhibition, % at 12.5 µM; 360,000 tested, 0.098% active; in the data active = inhibition above about 16%, passing the limit was not always enough; also: strong numbers were not always called active
RAD54 inh: inhibitors of human RAD54 branch migration, primary screen, biochemical, fluorescence, single point | DNA repair and recombination protein RAD54-like (Homo sapiens), Q92698 | RAD54 Holliday junction branch migration, FAM/BHQ fluorescence | inhibition, % at 10.4 µM | 360,000 tested, 0.14% active;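 active = mean normalized replicate activity at least 40 and at least half of replicates scoring 40 or more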;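 also: 0% = median of neutral control wells and 100% = median of positive control wells; inhibitors cause a drop in the FAM fluorescence signal; in these data hits start at about 50%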
Casp6 inh: human caspase-6 inhibitors, primary screen, biochemical, VEID-R110 fluorescence, single point, set 2 | 350,000 tested, 0.53% active | AID 686996, 2013 | purified caspase-6, Z-VEID-R110 cleavage fluorescence | P55212 | inhibition, % at 12.5 µM;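 active = mean inhibition across replicates at least about 35%, with every replicate also reaching that limit, limit read from the data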;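 also: 0% = median of neutral control wells and 100% = no fluorescence left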
Target sequence (P55212 24-179 limits assumed): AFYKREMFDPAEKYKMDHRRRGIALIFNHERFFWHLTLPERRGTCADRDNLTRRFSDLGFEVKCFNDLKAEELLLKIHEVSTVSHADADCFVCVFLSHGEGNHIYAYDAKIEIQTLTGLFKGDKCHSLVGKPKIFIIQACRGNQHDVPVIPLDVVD
Target sequence (P55212 194-293 limits assumed): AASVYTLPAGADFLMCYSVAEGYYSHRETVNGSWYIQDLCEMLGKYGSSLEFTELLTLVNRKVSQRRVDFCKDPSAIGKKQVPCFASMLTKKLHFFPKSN
ERp5 inh: inhibitors of ERp5-driven insulin aggregation, primary screen, biochemical, turbidity, absorbance 650 nm, single point; Protein disulfide-isomerase A6 (Homo sapiens), Q15084; 90 min; inhibition, % at 9.99 µM; 350,000 tested, 0.05% active;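 active = mean replicate inhibition above about 25%, with every replicate also reaching it, limit read from the data, passing the limit was not always enough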
An asterisk follows results filed as active; . = no result given.

Short forms: A = ARNT-TACC3 inh; B = esBAF inh; C = E-selectin induc; D = RAD52 inh; E = PglD inh; F = RAD54 inh; G = Casp6 inh; H = ERp5 inh
CC(NC(=O)N1CCN(c2ccccc2F)CC1)c1ccc(F)c(F)c1 (centres undefined)
  A: 13; B: -7; C: 0.1; D: -10; E: 5; F: 7; G: 1; H: 3
O=C(CN1C(=O)C2CC=CCC2C1=O)Nc1ccc(F)c(Cl)c1 (centres undefined)
  A: .; B: 8; C: 0.0; D: -13; E: -3; F: 6; G: 0; H: -8
S=c1[nH]nc(-c2cccs2)n1Cc1ccccc1
  A: 3; B: .; C: 0.3; D: -13; E: .; F: .; G: 4; H: 1
O=C(CCS(=O)(=O)c1cc(Br)cc2c1N(C(=O)C1CC1)CC2)NCc1ccco1
  A: -4; B: 3; C: .; D: .; E: -3; F: -5; G: .; H: .
CCN1C(=O)CS/C1=N\S(=O)(=O)c1ccc(Cl)cc1
  A: 24; B: -1; C: 1.0; D: -16; E: -6; F: -7; G: 2; H: 0
Cc1cccc(-c2ccc([C@@H]3[C@@H](CO)N4CCCCN(Cc5ccncc5)C[C@@H]34)cc2)c1
  A: 8; B: .; C: -0.5; D: -22; E: 0; F: -7; G: 2; H: -11
CN(Cc1c(C(=O)N/N=C/c2cccc(O)c2)nnn1-c1nonc1N)c1ccccc1
  A: 7; B: 3; C: .; D: .; E: -2; F: -12; G: .; H: .
COc1ccc(NC(=O)N(C)C[C@@H]2Oc3c(NC(=O)Nc4ccc(F)cc4)cccc3C(=O)N([C@H](C)CO)C[C@H]2C)cc1
  A: 6; B: -2; C: -0.5; D: -5; E: -2; F: -7; G: 0; H: 0
C[C@@H]1CCCCO[C@H](CN(C)S(C)(=O)=O)[C@@H](C)CN([C@H](C)CO)C(=O)c2cc(NS(=O)(=O)c3cccs3)ccc2O1
  A: 0; B: 1; C: 0.0; D: 1; E: -1; F: 6; G: 1; H: -5
O=C(COC(=O)CCC(NC(=O)OCc1ccccc1)C(=O)OCC(=O)Nc1ccccc1)Nc1ccccc1 (centres undefined)
  A: -4; B: .; C: .; D: -19; E: .; F: .; G: -1; H: 0
O=C(CN(C(=O)c1csnn1)c1ccc2c(c1)OCCO2)NCc1ccc(F)cc1
  A: -1; B: 9; C: 39*; D: -11; E: -3; F: -4; G: 3; H: 0
COc1ccc(C(=O)Nc2ccc([N+](=O)[O-])cn2)cc1OC
  A: 9; B: .; C: .; D: -11; E: 5; F: 9; G: 12; H: 5
CCN1CC(=O)N2[C@H](CO)[C@H](c3ccc(-c4ccccc4F)cc3)[C@@H]2C1
  A: .; B: .; C: -0.2; D: -16; E: .; F: .; G: 3; H: -1
CCCC(=O)Nc1ccc2c(c1)OC[C@H](C)N(C(=O)c1cnccn1)C[C@H](C)[C@@H](OC)CN(C)C2=O
  A: .; B: .; C: -0.2; D: 1; E: .; F: .; G: 0; H: 7
CCN(CC)CCN(C(=O)CCS(=O)(=O)c1ccccc1)c1nc2cc(OC)c(OC)cc2s1
  A: -5; B: -2; C: .; D: 32; E: 0; F: 14; G: -81; H: -2
C=C(CN(C)C)C(=O)c1ccc2c(c1)OCO2
  A: -7; B: .; C: -0.4; D: -5; E: .; F: .; G: -2; H: 12
O=C1NNC(=O)C2C3C=CC(C4CC34)C12 (centres undefined)
  A: 1; B: 1; C: .; D: -13; E: -4; F: -5; G: 3; H: 4
COCC(=O)N(C)C[C@H]1Oc2ncc(C#Cc3cccnc3)cc2C(=O)N([C@H](C)CO)C[C@H]1C
  A: -7; B: 0; C: 1.0; D: -2; E: 0; F: -1; G: 1; H: -5
CCCCN(C(=O)C1CCCC1)c1c(N)n(CC(C)C)c(=O)[nH]c1=O
  A: 15; B: -5; C: .; D: -12; E: 4; F: -10; G: -1; H: -20
C=CCNc1nc2cc(-c3cccc(NC(C)=O)c3)sc2c(=O)n1C
  A: .; B: 19; C: -0.1; D: 0; E: -1; F: 19; G: 0; H: -2
O=C(O)c1ccc(CNC(=S)Nc2ccccc2)cc1
  A: -14; B: 9; C: .; D: -20; E: 2; F: -8; G: 10; H: -5
CCN(C[C@H]1N[C@@](Cc2ccccc2)(C(=O)OC)[C@H]2C(=O)N(C)C(=O)[C@@H]12)S(=O)(=O)c1ccc(OC)cc1
  A: -2; B: -13; C: -2.0; D: 10; E: 3; F: -8; G: -2; H: -5
Cc1cc(=O)[nH]c(N/N=C/c2ccc3c(c2)OCCO3)n1
  A: 3; B: .; C: 0.1; D: 3; E: 8; F: -6; G: 2; H: 3
O=C(O)c1nn(CCOc2ccc(Br)cc2)c(=O)c2ccccc12
  A: 5; B: 4; C: 0.1; D: -1; E: 0; F: -4; G: 1; H: -2
O=C(COC(=O)c1ccccn1)Nc1cccc2ccccc12
  A: 3; B: -2; C: .; D: -7; E: 5; F: 1; G: 5; H: -8
Cc1coc2cc3oc(=O)c(CC(=O)N[C@@H](CC(C)C)C(=O)O)c(C)c3cc12
  A: -2; B: 4; C: 0.3; D: -8; E: 7; F: -6; G: 4; H: 1
O=C(Nc1cccc(N=Cc2cc(Cl)cc(Br)c2O)c1)c1ccco1
  A: -4; B: .; C: -2.2; D: -12; E: .; F: .; G: -1; H: 6
CC(=NNC1=NCCN1)c1cn(C2=NCCN2)nc1C
  A: .; B: -1; C: -0.1; D: -27; E: 0; F: -1; G: -21; H: 2
CCCNC(=O)N1CCC2(CC1)CN(C(=O)CN1CCOCC1)[C@@H](CO)c1[nH]c3cc(OC)ccc3c12
  A: .; B: .; C: 0.4; D: 1; E: .; F: .; G: 1; H: -2
O=C(NC(=S)Nc1ccccc1Cl)c1cnn2c(C(F)(F)F)cc(C(F)(F)F)nc12
  A: .; B: .; C: .; D: -4; E: 2; F: 1; G: 2; H: 1
COC(=O)CC1C(=O)NCCN1C(=O)Nc1ccc(Cl)c(Cl)c1 (centres undefined)
  A: -8; B: 4; C: 1.1; D: -11; E: -2; F: 15; G: -1; H: 2
O=C(CSc1ncccn1)NCC1CCCO1 (centres undefined)
  A: -9; B: .; C: 0.0; D: -9; E: 2; F: 11; G: -4; H: 5
O=C(COC(=O)c1ccc(F)cc1Cl)NC(=O)NC1CCCC1
  A: .; B: 1; C: .; D: -7; E: 0; F: -3; G: 2; H: 7
Cc1ccc(-n2nc3c(c2NC(=O)/C=C\c2ccc4c(c2)OCO4)CSC3)c(C)c1
  A: -1; B: 6; C: 0.5; D: -66; E: 7; F: -6; G: -2; H: -5
CN(C(=O)CN1CCN(c2cc(-c3cccc4oc5ccccc5c34)ncn2)CC1)c1ccccc1
  A: .; B: 3; C: -0.2; D: -11; E: 5; F: -7; G: 3; H: 2
O=C1CSC(c2cccnc2)N1c1cccc(Cl)c1 (centres undefined)
  A: -6; B: 2; C: .; D: -14; E: 0; F: 2; G: -2; H: -3
CCOc1ccc(CNCCN2CCCC2)cc1
  A: -4; B: -4; C: 2.6; D: 6; E: 5; F: 14; G: 0; H: -1
CC1CCC(NC(=O)CC(C)(C)Cc2nc3ccccc3c(=O)[nH]2)CC1 (centres undefined)
  A: -3; B: 12; C: .; D: 6; E: -4; F: -8; G: -1; H: 1
COc1ccc(Cc2c(-c3cccc(Cl)c3)nc3c(C)cc(Br)cn23)c(C)c1
  A: .; B: -10; C: -0.1; D: 11; E: -1; F: 4; G: 11; H: 5
O=C(CSc1nnc(-c2cccs2)o1)N1CCc2ccccc21
  A: -3; B: 8; C: .; D: .; E: -1; F: 7; G: .; H: .
O=C(N[C@H](Cc1ccccc1)C(=O)N1CCCN(Cc2ccccc2F)CC1)[C@H]1O[C@@H](n2ccc(=O)[nH]c2=O)[C@H](O)[C@@H]1O
  A: .; B: .; C: -0.1; D: 1; E: .; F: .; G: -4; H: -3
C[C@@H]1CN([C@H](C)CO)C(=O)Cc2cc(NS(=O)(=O)c3ccc(Cl)cc3)ccc2O[C@H]1CN(C)Cc1ccc(C(=O)Nc2ccccc2N)cc1
  A: .; B: .; C: 0.7; D: -7; E: .; F: .; G: 15; H: 10
COc1ccc(S(=O)(=O)Nc2ccccc2Cl)cc1NC(C)=O
  A: 1; B: .; C: .; D: 1; E: .; F: .; G: 0; H: 2
CC(=O)Nc1ccc2c(c1)C(=O)N(C)[C@@H]1CC[C@H](CC(=O)NCc3ccccc3)O[C@H]1CO2
  A: -2; B: -7; C: 0.0; D: -2; E: 2; F: -2; G: 1; H: 1
CCOc1ncccc1C(=O)OCC(=O)c1cccc(Br)c1
  A: -5; B: .; C: .; D: -11; E: .; F: .; G: 1; H: 1
O=C(CN1CCOCC1)N1CC[C@@H]2[C@H](CO)Nc3ccc(-c4ccccc4F)cc3[C@@H]21
  A: 29; B: 42*; C: -0.2; D: .; E: 2; F: 2; G: .; H: .
C[C@H]1CN([C@@H](C)CO)C(=O)c2cc(NC(=O)c3ccncc3)ccc2O[C@H]1CN(C)C(=O)Nc1ccc(F)cc1
  A: 0; B: -2; C: 7.5; D: -4; E: 2; F: 11; G: 1; H: -2
CCN(CC)S(=O)(=O)c1ccc(OC)c(NC(=O)C2CC(=O)N(c3ccc(C)cc3)C2)c1 (centres undefined)
  A: 2; B: -3; C: .; D: -20; E: -6; F: -13; G: 1; H: 2
CN(C)CCN1CCN(C2CN(Cc3cn(Cc4ccc(Cl)cc4)nn3)S(=O)(=O)C2)CC1 (centres undefined)
  A: .; B: .; C: 2.2; D: -17; E: .; F: .; G: -80; H: -6
CNC[C@@H]1Oc2ccc(NC(=O)Nc3ccc(C(F)(F)F)cc3)cc2CC(=O)N([C@H](C)CO)C[C@H]1C
  A: 1; B: -3; C: 0.0; D: -7; E: 3; F: -12; G: 1; H: 2
O=C(C[C@@H]1CC[C@@H]2[C@H](COC[C@@H](O)CN2C(=O)Nc2ccccc2)O1)NCCc1ccncc1
  A: -8; B: 7; C: 0.1; D: 4; E: -3; F: 3; G: 0; H: -4
COc1ccc(CNC(=O)C2CCN(C(=O)N(C)C)CC2)c(OC)c1
  A: -3; B: -3; C: .; D: -13; E: 1; F: 13; G: -1; H: 4
CC1CCCCN1CCNC(=O)c1cnn2ccccc12 (centres undefined)
  A: .; B: -2; C: -0.2; D: -26; E: 4; F: -9; G: -9; H: 9

Three records picked at random from the list so far:
Short forms: A = ARNT-TACC3 inh; B = esBAF inh; C = E-selectin induc; D = RAD52 inh; E = PglD inh; F = RAD54 inh; G = Casp6 inh; H = ERp5 inh
CCOc1ccc(CNCCN2CCCC2)cc1
  A: -4; B: -4; C: 2.6; D: 6; E: 5; F: 14; G: 0; H: -1
CN(C)CCN1CCN(C2CN(Cc3cn(Cc4ccc(Cl)cc4)nn3)S(=O)(=O)C2)CC1 (centres undefined)
  A: .; B: .; C: 2.2; D: -17; E: .; F: .; G: -80; H: -6
CC1CCCCN1CCNC(=O)c1cnn2ccccc12 (centres undefined)
  A: .; B: -2; C: -0.2; D: -26; E: 4; F: -9; G: -9; H: 9
